# thrombin 1536 – blocks human thrombin protease activity; P00734; inhibition, % at 5 µM; 0.26% of 220,000 active; alpha-thrombin, Boc-VPR-AMC fluorogenic substrate cleavage; AID 1046;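 active = inhibition at or above 40%; inactive = inhibition below 40%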;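 also: 0% = enzyme with no compound and 100% = wells without enzyme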
#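 System: Human alpha-thrombin protein | Medium: pH 7.5 Tris (50 mM) with NaCl 150 mM, Tween 20 0.05% | Times: Enzyme reaction carried out at room temperature | Detection: AMC fluorescence, 355/460 nm | Evaluation: Percent inhibition scaled between no-compound controls and no-enzyme blanks | Benchmarks: Enzyme without compound as high, wells lacking enzyme as low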
# Furin inh – human furin inhibition; P09958; purified furin, fluorogenic substrate cleavage; inhibition, % at 30 µM; 0.061% of 220,000 active; AID 463115; in the data active = inhibition above about 25%; also: inactives centre near -15
# PPC-1+TRAIL kill – kills PPC-1 cancer cells in the presence of TRAIL; 0.41% of 220,000 active; PPC-1 cells + TRAIL, ATPLite viability luminescence; cell killing (% activity), % at 4 µM;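 active = cell killing above 50% in the first pass at 4 µM, then a duplicate retest at 5 µM averaging 50% or more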;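 also: plate controls were cells with TRAIL plus DMSO for no effect and medium-only wells lacking cells for full effect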
# Cl transport mod – modulators of human KCC2 chloride dependent transport. KCC2 cells, thallium flux FluoZin-2 fluorescence. AID 1456. Q9H2X9. 2.2% of 190,000 active. B-score of Tl+ flux slope (higher = more flux/activation; lower = inhibition) at 10 µM;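 active = thallium flux slope and its plate-corrected score both differing from the plate sample mean at a set confidence after two filtering rounds, in either direction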;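 also: slope of fluorescence scaled to starting intensity during 10 to 20 s after thallium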
# Target sequence (Q9H2X9 whole entry, looked up): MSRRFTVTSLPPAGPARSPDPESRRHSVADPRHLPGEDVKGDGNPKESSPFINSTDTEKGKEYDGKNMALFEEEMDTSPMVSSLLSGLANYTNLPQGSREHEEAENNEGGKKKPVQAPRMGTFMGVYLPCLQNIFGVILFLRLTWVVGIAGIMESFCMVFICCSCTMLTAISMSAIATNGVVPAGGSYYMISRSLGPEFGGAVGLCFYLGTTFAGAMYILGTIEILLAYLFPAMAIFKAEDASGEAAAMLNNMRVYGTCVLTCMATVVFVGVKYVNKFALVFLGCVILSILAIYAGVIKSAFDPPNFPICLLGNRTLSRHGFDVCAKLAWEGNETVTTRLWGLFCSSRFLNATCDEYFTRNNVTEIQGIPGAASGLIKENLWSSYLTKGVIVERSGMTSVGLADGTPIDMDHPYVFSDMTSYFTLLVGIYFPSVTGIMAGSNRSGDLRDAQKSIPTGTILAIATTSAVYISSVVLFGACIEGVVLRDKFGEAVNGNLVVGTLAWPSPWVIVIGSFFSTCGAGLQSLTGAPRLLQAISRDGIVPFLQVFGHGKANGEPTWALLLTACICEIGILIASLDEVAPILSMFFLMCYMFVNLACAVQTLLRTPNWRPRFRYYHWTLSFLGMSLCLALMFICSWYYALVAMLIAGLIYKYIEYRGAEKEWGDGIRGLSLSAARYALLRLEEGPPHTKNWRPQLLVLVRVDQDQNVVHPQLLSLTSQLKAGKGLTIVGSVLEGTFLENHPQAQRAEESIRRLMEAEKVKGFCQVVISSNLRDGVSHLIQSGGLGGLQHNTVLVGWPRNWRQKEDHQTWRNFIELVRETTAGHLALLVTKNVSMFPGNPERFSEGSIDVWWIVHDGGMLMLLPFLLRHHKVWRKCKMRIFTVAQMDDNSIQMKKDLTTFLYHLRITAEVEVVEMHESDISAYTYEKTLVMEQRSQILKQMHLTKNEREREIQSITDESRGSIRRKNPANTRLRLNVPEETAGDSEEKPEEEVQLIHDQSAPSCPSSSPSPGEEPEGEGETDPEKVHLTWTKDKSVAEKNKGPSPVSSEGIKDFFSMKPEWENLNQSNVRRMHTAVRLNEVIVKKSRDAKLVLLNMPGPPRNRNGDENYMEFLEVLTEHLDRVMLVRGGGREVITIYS
# Calpain2 inh – inhibitors of pig calpain II | purified calpain II, fluorogenic peptide substrate, 30 min | inhibition, % at 16 µM | 0.37% of 220,000 active;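 active = inhibition above about 50%, limit read from the data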
# EBV gp42 block – inhibitors of Epstein-Barr virus glycoprotein 42; Q1HVG2; Fluorescence polarization binding assay, mP read-out; inhibition, % (tested at 21.74 µM); 0.42% of 220,000 active; in the data active = inhibition above about 50%
# TbHK1 inh – T. brucei hexokinase 1 inhibition; recombinant TbHK1, G6PDH-coupled NADH A340; inhibition, % at 10 µM; 0.11% of 220,000 active; AID 1430;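 active = inhibition of 50% or more in the single-dose primary screen; inactive = inhibition below 50%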
# TRPN1 ag – agonists of zebrafish TRPN1 channel; HEK293 zebrafish TRPN1-YFP, Fluo-8 calcium fluorescence; 100% = response to 87 µM carbachol; activation, % at 3 µM; 0.18% of 220,000 active;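 active = activation above its plate's cutoff, the mean activation of test wells on that plate plus 3 SD, cut at about 19% in these data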;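 also: 0% = DMSO alone and 100% = 87 µM carbachol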
#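 Material: zebrafish TRPN1-YFP in HEK293 cells. Doses: one dose of 3 µM, 0.3% DMSO. Incubation: dye 1 h 37 °C plus 30 min RT. Measured by: intracellular calcium fluorescence with Fluo-8.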
# TRPML3 agonist – human mucolipin-3 channel agonism | HEK293 TRPML3-YFP, Fluo-8 calcium fluorescence; 100% = the carbachol control signal | 0.29% of 220,000 active | activation, % at 3 µM;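 active = activation above its plate's cutoff, the mean activation of the plate's test wells plus 3 SD, cut at about 12% in these data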;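 also: 0% = DMSO only wells and 100% = carbachol wells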
#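 Test system: TRPML3-YFP stable HEK293 cells. Doses: single point at 3 µM. Incubation: dye loading 1 h 37 °C then 30 min ambient, 125 s read. Signal: Fluo-8 calcium dye fluorescence, ex 470-495, em 515-575 nm. Measure: percent activation from peak-to-basal fluorescence ratio, scaled between DMSO and carbachol.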
# An asterisk follows results filed as active; i = inactive; · = not tested or not shown; [ ] = dose if it differs, or a comment.
SMILES,thrombin 1536,Furin inh,PPC-1+TRAIL kill,Cl transport mod,Calpain2 inh,EBV gp42 block,TbHK1 inh,TRPN1 ag,TRPML3 agonist
Cc1cc(/C([O-])=C(/C(=S)Nc2ccc(F)cc2)[n+]2ccccc2)c(C)n1-c1ccc(F)cc1,-1,9[20 µM],14,-1.8,-68,-10,-5,0.1,0.3
O=C(CSc1nnc(-c2ccncc2)o1)NCc1ccc(Cl)cc1,-5,-24,7,0.69,-12,2,-4,-1.5,0.4
N=C1SC(c2ccccc2)C(=O)N1c1ncc(Cc2ccccc2Cl)s1 (stereo not drawn),13,-18,6,5.8*,-2,-5,2,2.4,1.0
CCN1CCN(CCCCSc2ccccc2)CC1,-11,-11,10,-1.3,-19,0,-1,0.5,0.9
O=C(O)c1ccc(NC2CC(=O)N(Cc3ccccc3)C2=O)cc1 (stereo not drawn),-3,-22,-21,0.12,-6,-7,-2,0.9,0.9
O=C(NCC(c1cccs1)N1CCOCC1)c1cc(-c2ccc(F)cc2)nc2ccccc12 (stereo not drawn),-4,-26,14,0.038,-12,-17,-10,0.7,1.5
O=c1c2ccccc2[nH]c2ccc(F)cc12,-23,-35,2,0.1,i,4,-11,5.3,1.7
Cc1ccc(S(=O)(=O)CCSc2nccn2C)cc1,-9,-6,12,0.56,15,-12,0,1.8,1.0
NC(=S)N(c1ccccc1)c1ccccc1,7,-30,·,1.2,-25,-13,-7,1.4,1.1
COc1ccc(N2C(=O)CCC(C(=O)NCc3ccccn3)C2c2ccc(F)cc2)cc1 (stereo not drawn),0,-12[20 µM],-19,0.56,16,-9,-2,-0.9,0.9
CC(=O)C1=C(O)C(=O)N(CO)C1c1ccccc1F (stereo not drawn),1,1,11,0.83,3,-10,-30,2.3,0.5
Cc1ccc(CC2SC(N)=NC2=O)cc1 (stereo not drawn),-6,-26,-4,0.77,-22,-4,-1,-1.6,0.1
Cc1cc(N2CCN(C)CC2)nc2ccc(NC(=S)NCCCN3CCN(C)CC3)cc12,-4,-24,11,-0.0049,-33,-1,-16,0.3,1.3
Nc1c2c(nc3ccccc13)N(C1CCCCC1)CC2,1,·,16,·,-247,-12,·,·,·
NS(=O)(=O)c1ccc(NNC(=O)c2ccc(F)cc2F)cc1,-3,-23,-24,1.1,-13,-23,-1,4.4,1.1
CC1CCCCC1NC(=O)CSc1ccc([N+](=O)[O-])cc1 (stereo not drawn),-3,-16,28,-0.18,-12,-11,-33,1.1,-0.6
CSCCC(Nc1ncnc2ccc(Br)cc12)C(=O)O (stereo not drawn),-2,-4,20,3,12,-13,0,0.5,1.3
CC1=NN(C(=O)CCc2ccccc2)C(O)(c2ccncc2)C1 (stereo not drawn),1,-34,3,0.73,3,-8,-3,-0.5,0.6
CCN(CC)C(=O)COc1ccc(CC(=O)O)cc1OC,3,-18,-28,-0.079,7,6,4,0.3,1.4
Cc1csc(NC(=O)c2ccc(C)o2)n1,-10,-13,15,0.47,24,-15,-17,0.3,0.7
CC(=O)Nc1ccc(NC(=O)Cc2ccc(S(=O)(=O)N3CCCCC3)s2)cc1,1,-16,-1,-0.47,77*,5,0,1.3,0.2
Cc1nc2ccccc2c(=O)n1/N=C/c1ccc([N+](=O)[O-])o1,-11,0,1,-0.41,-16,-4,-28,2.0,0.5
CC(C)C(=O)Nc1ccc(-c2nc3cccnc3o2)cc1,0,-3[20 µM],37,-0.37,-339,-12,-52,2.3,0.1
O=C(CN1CCCCCCC1)N/N=C/c1ccc(F)cc1F,0,-11,13,0.47,24,5,25,-1.4,1.0
Cc1c(C(=O)NCc2ccc3c(c2)OCO3)oc2ccc(S(=O)(=O)N3CCCC3)cc12,-4,-12,31,-0.4,-26,-6,-1,6.0,1.4
Cc1cc(C)nc(SCC(=O)N/N=C/c2cccn2-c2cccc(C(F)(F)F)c2)n1,-1,-4[20 µM],28,·,16,-79,-6,0.6,-0.6
Cc1sc(NC(=O)c2ccco2)c(CN2CCN(c3ccccn3)CC2)c1C,-1,-18,15,-1.9,20,-29,-12,-2.8,-0.8
COc1cccc(OC)c1C(=O)Nc1nc(COc2ccccc2)cs1,-5,-23,19,0.18,-7,5,-7,3.0,1.0
N#Cc1c(/N=C/c2cc3ccccc3s2)sc2c1CCC2,5,0[20 µM],-10,-1.3,10,-15,-1,0.3,0.5
Nc1ccc2c(c1)nnn2-c1ccccc1,0,-13,14,0.84,-334,-13,-20,-1.9,-0.8
CC1CCN(C(=O)Cn2cnc3c(cnn3C(C)(C)C)c2=O)CC1,-1,-8,9,1.5,-22,-10,-1,0.3,-0.6
Cc1ccc(-c2cc(C(=O)Nc3nccs3)c3ccccc3n2)c(C)c1,-2,-19,-3,-1.1,-38,-14,-16,0.0,0.7
COc1ccc(F)cc1C(=O)C1CCCN(C(=O)CCN2CCCCO2)C1 (stereo not drawn),4,-8,6,1.3,-10,-9,-11,0.1,0.7
CC1CCCCN1C(=S)NCc1ccco1 (stereo not drawn),-2,-23,-25,-0.12,-21,1,-6,1.1,0.0
N=c1c(C(=O)NCc2ccco2)cc2c(=O)n3ccccc3nc2n1CC1CCCO1 (stereo not drawn),·,-28[20 µM],·,-0.18,·,·,5,-1.1,0.4
Cc1ccccc1NC(=O)C1(NC(=O)c2cccc(N3C(=O)CSC3c3ccccc3)c2)CCCCC1 (stereo not drawn),13,-11[20 µM],6,-0.75,-113,7,5,-1.5,0.4
CC(=O)Nc1nc(-c2ccc3c(c2)CCO3)cs1,0,-15,22,1.7,-5,-12,2,1.2,0.2
CCOc1ccc(C(=O)CSCC(=O)O)cc1,-1,-19,5,-0.12,3,-10,-6,0.2,1.5
CC1(C)Oc2ccc(C(=O)N3CCOCC3)cc2N(CC(=O)Nc2ccccc2)C1=O,-8,-1,-1,0.059,3,-15,2,1.2,0.2
O=C(NN1C(=O)C2C3C=CC(O3)C2C1=O)c1cccc(O)c1 (stereo not drawn),-1,-5,8,-0.014,-7,-20,-2,-0.7,0.7
Cc1ccc(OCC(=O)NNC(=O)c2ccoc2C)c(Br)c1,-9,-6,16,-0.11,10,-14,38,-0.1,0.5
Cc1ccc(SCCC(=O)NCc2ccccn2)cc1,-3,-13,12,-0.15,3,1,4,-1.3,0.2
CC(CC(=O)Nc1cc([N+](=O)[O-])ccc1Cl)c1ccccc1 (stereo not drawn),2,-27[20 µM],-4,-1.3,15,-12,-4,-0.9,-0.9
N#Cc1ccc(CSc2nnc(-c3cccnc3)o2)cc1,-2,-9,-10,0.55,-18,1,-6,0.5,0.1
O=C1/C(=C/c2ccc(O)cc2)SC(=S)N1CC1CCCO1 (stereo not drawn),-12,6,13,0.72,44,-57,-8,9.1,4.3

# For reference, part of the list above.
SMILES,thrombin 1536,Furin inh,PPC-1+TRAIL kill,Cl transport mod,Calpain2 inh,EBV gp42 block,TbHK1 inh,TRPN1 ag,TRPML3 agonist
CC1CCN(C(=O)Cn2cnc3c(cnn3C(C)(C)C)c2=O)CC1,-1,-8,9,1.5,-22,-10,-1,0.3,-0.6
Cc1ccc(-c2cc(C(=O)Nc3nccs3)c3ccccc3n2)c(C)c1,-2,-19,-3,-1.1,-38,-14,-16,0.0,0.7
COc1ccc(F)cc1C(=O)C1CCCN(C(=O)CCN2CCCCO2)C1 (stereo not drawn),4,-8,6,1.3,-10,-9,-11,0.1,0.7

# Calpain2 inh, what is marked active above.
mol	thrombin 1536	Furin inh	Cl transport mod	Calpain2 inh	EBV gp42 block	TbHK1 inh	TRPML3 agonist
CC(=O)Nc1ccc(NC(=O)Cc2ccc(S(=O)(=O)N3CCCCC3)s2)cc1	1	-16	-0.47	77*	5	0	0.2

# Additional structures follow.
SMILES,thrombin 1536,Furin inh,PPC-1+TRAIL kill,Cl transport mod,Calpain2 inh,EBV gp42 block,TbHK1 inh,TRPN1 ag,TRPML3 agonist
Cc1ccc(C2=CC(C)(c3ccc(C)cc3)Nc3nc(C(F)(F)F)nn32)cc1 (stereo not drawn),-1,-12,6,-0.037,11,-29,-3,0.9,0.4
COc1ccc2[nH]c(C(=O)NCc3ccccc3)cc2c1,-2,-19,-2,0.3,-113,-8,-13,0.1,-0.2
CCOC(=O)N1CCC(N2Cc3cccc(C(=O)NCc4ccccn4)c3C2=O)CC1,-6,-16,-17,0.64,-17,-19,-2,0.7,-0.9
Cc1cccc2c1-c1sc(C(=O)Nc3cccc([N+](=O)[O-])c3C)cc1CO2,-1,-19,14,-1.4,2,-14,-3,-0.7,0.4
Cc1ccc(S(=O)(=O)CCc2nnc(NC(=O)c3cccs3)s2)cc1,-17,-20,10,-0.19,-6,6,-5,-0.8,0.5
N#CCC(=O)N1CC2(CC(c3cccc(NC(=O)COc4ccc(Cl)cc4)c3)=NO2)C[C@@H]1C(N)=O (stereo partly drawn),-2,-27,10,-0.28,2,-17,-14,·,·
O=C(COC(=O)c1c(Cl)ccc(Cl)c1Cl)NC(=O)NCc1ccccc1,-6,-6,18,0.24,10,-18,7,0.5,0.2
N/C(=C\C(=O)c1cc(Cl)ccc1O)C(Cl)(Cl)Cl,-8,-16,22,-0.19,1,-2,-12,-0.7,0.1
O=C(Nc1ccccc1Oc1ccccc1)c1cccc([N+](=O)[O-])c1,-2,-21,16,-1.4,29,2,4,-2.6,-1.1
CCN1CCc2nc(NC(=O)c3ccc(S(=O)(=O)N(C)C)cc3)sc2C1,0,-12,35,0.9,16,-10,-11,1.5,0.2
COc1ccc(C(C)C)cc1S(=O)(=O)n1cnc(C)c1,-5,-19[20 µM],17,·,0,-16,-2,-0.9,-0.6
O=C(O)/C=C/c1cn(-c2ccccc2)nc1-c1cccc([N+](=O)[O-])c1,0,-11,-22,·,4,-7,-8,0.1,0.8
COc1ccc(C2(CNS(=O)(=O)c3ccc(C)cc3)CCOCC2)cc1,-3,-21,-2,·,-6,-5,-7,0.5,7.8
COc1ccc(C(=O)NNC(=O)CSc2nc3c([nH]2)c(=O)n(C)c(=O)n3C)cc1,-1,-26,4,-0.18,24,-8,2,0.1,-0.1
Cc1cc(=O)[nH]c(SCC(=O)Nc2nnc(SCc3ccccc3)s2)n1,-3,-19,12,-4.8*,-13,-10,4,0.1,-1.5

# Full records as entered above. Screens in order: thrombin 1536	Furin inh	PPC-1+TRAIL kill	Cl transport mod	Calpain2 inh	EBV gp42 block	TbHK1 inh	TRPN1 ag	TRPML3 agonist
# CCN1CCc2nc(NC(=O)c3ccc(S(=O)(=O)N(C)C)cc3)sc2C1 across the screens: 0	-12	35	0.9	16	-10	-11	1.5	0.2
# Cc1cc(=O)[nH]c(SCC(=O)Nc2nnc(SCc3ccccc3)s2)n1 across the screens: -3	-19	12	-4.8*	-13	-10	4	0.1	-1.5

# Additional results.
SMILES,thrombin 1536,Furin inh,PPC-1+TRAIL kill,Cl transport mod,Calpain2 inh,EBV gp42 block,TbHK1 inh,TRPN1 ag,TRPML3 agonist
CC[N+]1(C)CCC(=C2c3ccccc3CC(=O)c3sccc32)CC1 (stereo not drawn),2,-17[20 µM],6,0.74,-8,-14,-1,-1.1,0.3
CCN(CC)c1ccc(C(=O)N/N=C/c2ccc(N3CCOCC3)cc2)cc1,-16,-21,6,0.1,-85,-32,0,-0.5,0.3
CC(C)Cc1ccc(S(=O)(=O)N2CCOCC2)cc1,-5,-22[20 µM],9,·,-28,-3,-1,-0.9,-0.1
Cc1ccc2nc(NC(=O)CCCC(=O)O)sc2c1,0,-25,6,-0.042,-15,0,2,0.5,1.1
O=C(N1CCN(c2ccc(F)cc2)CC1)C12CC3CC(CC(C3)C1)C2,2,-10,15,0.15,10,-33,7,4.0,0.3

# Random draw from the library; 3.6% or so of the library scored in one or more.
